5-HT1A blocker = antagonists of human 5-HT1a serotonin receptor; CHO 5-HT1a Ga15 NFAT-bla reporter, antagonist mode; inhibition, % at 10 µM; hit rate 0.68% among 62,000;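 active means inhibition above the mean of all tested compounds plus 3 SD, cut at about 43% in these data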;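 further: receptor stimulated by 5-CT agonist at 100 nM near EC80; beta-lactamase reporter measured by ratiometric fluorescence of a cleavable substrate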
RORA act = RORA (human) activation | P35398 | AID 560 | activation, % at 10 µM | hit rate 1.5% among 65,000 | CHO-K1 Gal4-RORA LBD luciferase reporter, luminescence; percent increase over mock-subtracted basal signal;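 active means activation above the mean of all tested compounds plus 3 SD, cut at about 49% in these data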;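 further: 0% = DMSO-treated RORA cells and 100% = added signal equal to DMSO minus mock-transfected cells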
Target sequence (P35398 whole entry, looked up, the tested form may be a part): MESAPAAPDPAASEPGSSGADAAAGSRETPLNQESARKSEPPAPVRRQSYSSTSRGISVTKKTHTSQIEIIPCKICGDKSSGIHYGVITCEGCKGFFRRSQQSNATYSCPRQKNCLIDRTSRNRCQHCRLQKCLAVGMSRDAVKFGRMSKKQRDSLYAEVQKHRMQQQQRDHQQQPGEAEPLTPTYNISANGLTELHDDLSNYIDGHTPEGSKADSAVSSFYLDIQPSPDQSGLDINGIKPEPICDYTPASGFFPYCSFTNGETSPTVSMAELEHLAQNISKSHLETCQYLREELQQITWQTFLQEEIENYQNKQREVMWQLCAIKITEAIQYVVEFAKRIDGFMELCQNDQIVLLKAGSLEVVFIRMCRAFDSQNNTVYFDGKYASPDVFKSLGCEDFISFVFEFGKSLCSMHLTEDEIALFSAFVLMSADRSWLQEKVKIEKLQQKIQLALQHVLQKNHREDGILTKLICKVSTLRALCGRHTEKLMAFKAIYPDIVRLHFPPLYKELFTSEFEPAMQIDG
NADH enzymes = inhibition of NAD/NADH coupling enzymes, library profiling; IC50, µM (titrated, usually from 10 µM), inactives show top-dose inhibition; coupled PK/LDH NADH assays, four targets; hit rate 0.02% among 65,000; AID 774;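 active means single-dose screening hits from any of four coupled enzyme assays that gave an IC50 when retested across doses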;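 further: the DPM-DC format reads NADH fluorescence rather than 340 nm absorbance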
SF-1 act = activates the human nuclear receptor SF-1 | hit rate 1.9% among 65,000 | CHO-K1 Gal4-SF-1 LBD luciferase reporter; % increase over DMSO SF-1-specific signal | activation, % at 10 µM;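 active means activation above the mean activation of all tested compounds plus 3 SD, cut at about 50% in these data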
Target sequence (Q13285 whole entry, looked up, the tested form may be a part): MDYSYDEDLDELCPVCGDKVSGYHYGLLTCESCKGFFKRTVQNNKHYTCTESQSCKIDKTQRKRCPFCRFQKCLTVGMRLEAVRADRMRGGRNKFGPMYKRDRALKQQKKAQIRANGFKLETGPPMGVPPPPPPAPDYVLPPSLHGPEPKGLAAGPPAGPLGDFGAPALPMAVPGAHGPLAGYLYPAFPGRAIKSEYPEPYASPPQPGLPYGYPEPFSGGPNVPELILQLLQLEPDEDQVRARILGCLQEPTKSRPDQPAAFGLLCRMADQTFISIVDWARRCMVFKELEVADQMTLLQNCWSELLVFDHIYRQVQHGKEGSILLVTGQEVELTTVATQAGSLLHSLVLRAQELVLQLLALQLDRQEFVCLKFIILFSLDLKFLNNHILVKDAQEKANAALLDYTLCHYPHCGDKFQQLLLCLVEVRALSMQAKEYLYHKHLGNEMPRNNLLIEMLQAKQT
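Compound – one dose, 10 µM compound, 1% DMSO · Test system – transient Gal4-SF-1 LBD reporter, CHO-K1 · Input – 4,000 cells in each well · Read-out basis – percent activation relative to DMSO median and mock-transfected background · Replicates – single measurement per compound · Technique – steady-glow luciferase luminescence, read after 15 min reagent incubation · Timing – 20 h compound treatment, 37 °C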
MMP-13 inhibitor = inhibitors of human MMP13. hit rate 0.07% among 65,000. AID 570. MMP-13 fTHP FRET cleavage, Mca fluorescence. inhibition, % at 4 µM;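 active means inhibition above the mean of compound-free control plate wells plus 3 SD, cut at about 14% in these data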;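 further: 0% = DMSO wells and 100% = wells with reference MMP-13 inhibitor after basal subtraction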
A340 absorber = compounds absorbing at 340 nm | fold change at 10 µM | compound absorbance at 340 nm, fold over control | AID 708 | 65,000 tested, under 10 active;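 active means at 10 µM dose, initial 340 nm absorbance at least 2 fold that of control wells; inactive means change under 2 fold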;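 further: initial absorbance extrapolated from kinetic A340 decline of NADH oxidation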
TNAP act DEA = activators of human TNAP at intermediate phosphate acceptor | 64,000 tested, under 10 active | purified TNAP, CDP-star luminescence, 100 mM DEA, 30 min; stronger effect = higher value; scale: 0 levamisole-inhibited, 1 vehicle-only enzyme | activation factor at 20 µM;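 active means activation factor of at least 2 at 20 µM, relative to controls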
5HT1a ag = activates the human 5-HT1a serotonin receptor | activation, % at 10 µM | AID 567 | CHO 5-HT1a Ga15 NFAT-bla reporter, FRET ratio; 0% basal, 100% maximal reference agonist | hit rate 0.56% among 65,000;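 active means activation above the screen-wide mean activation plus 3 SD, cut at about 19% in these data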;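 further: 0% = DMSO wells and 100% = 5-CT at EC100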
Fluor 339 460 = intrinsic fluorescence of library compounds, ex339/em460 – biochemical, MLSMR library, data from DPM-DC assay, artefact control, profiling panel; fluorescence fold increase at 10 µM; compound autofluorescence, ex339/em460 nm, NADH buffer; stronger effect = higher value; 1 = no-compound wells, NADH background; AID 709; hit rate 5.5% among 65,000;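 active means at 10 µM, mean starting fluorescence two-fold or more over control wells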;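 further: signal is the first read of a kinetic run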
Numbers without * were called inactive; i = inactive; . = not tested or not shown; [ ] = dose if it differs, or a comment.

entry	Structure	5-HT1A blocker	RORA act	NADH enzymes	SF-1 act	MMP-13 inhibitor
1	CC(CN1CCCCC1)OC(=O)Cc1ccc(Cl)cc1 (configuration not stated)	-9	6	3%	1	2
2	CSc1oc(-c2ccccc2)nc1C(N)=O	-24	-19	7%	-4	-10
3	CCn1c(SCC(=O)Nc2cc(OC)ccc2OC)nnc1C1CCCCC1	11	-8	7%	4	4
4	C=C(C)c1ccc(C(C)(C)NC(=O)NCc2ccco2)cc1	7	-34	2%	-19	1
5	O=C(COC(=O)c1cc(S(=O)(=O)N2CCOCC2)ccc1Cl)Nc1ccc2c(c1)OCO2	-6	6	6%	7	9
6	CCOC(=O)CCCNC(=O)COC(=O)c1cc(C)cc(C)c1	-3	2	3%	-4	1
7	CCOc1ccc(-n2nnnc2SCC(=O)c2ccccc2)cc1	-2	9	2%	-12	-13
8	CN1c2ccccc2-c2nc3ccccc3n2C1c1ccco1 (configuration not stated)	.	-18	6%[fluoresces]	10	i[fluorescence artefact?]
9	O=C(O)CC1NC(=O)N(c2ccc(Cl)cc2)C1=O (configuration not stated)	-5	10	3%	-9	6
10	CCCCN(C)C(=O)C(Cc1ccccc1)NS(=O)(=O)c1ccc2c(c1)CCC(=O)N2 (configuration not stated)	0	-4	4%	-3	11
11	CCOC(=O)CCc1c(C)c(C#N)c2[nH]c3ccccc3n2c1=O	.	12	5%[fluoresces]	-4	i[fluorescence artefact?]
12	COc1cc(NC(=O)C2COc3ccccc3O2)c(OC)cc1Cl (configuration not stated)	11	-18	7%	-14	-11
13	NC(=O)c1cnn2c(C(F)(F)F)cc(-c3ccccc3)nc12	-6	1	14%	4	-4
14	Cc1cc(NC(=O)COC(=O)c2ccc(S(=O)(=O)N3CCCc4ccccc43)cc2)no1	11	31	1%	44	-1
15	C=CCSC1=C(C#N)C(c2ccc(OCC)cc2)CC(=O)N1 (configuration not stated)	-6	-11	4%	-3	-6

entry	A340 absorber	TNAP act DEA	5HT1a ag	Fluor 339 460
1	1	0.9	-1.6	1.1
2	1	0.9	2.7	1.2
3	0.97	0.9	0.3	1.1
4	1	0.9	-4.2	1.2
5	0.97	1.1	0.8	1
6	0.99	0.9	-6.7	1.1
7	1	0.9	-2.0	1.2
8	1.1	1	3.9	2.3*
9	0.99	0.9	-2.7	1.1
10	1.1	1	-0.8	1.1
11	1	0.8	1.7	2.3*
12	1	0.9	-2.6	1.1
13	1.1	0.9	1.2	2.1*
14	1	0.9	-4.2	1.1
15	1	0.9	0.8	1.1

Other entries follow.
entry	Structure	5-HT1A blocker	RORA act	NADH enzymes	SF-1 act	MMP-13 inhibitor
16	CCOC(=O)N1CCN(C(=O)c2cc(Cl)c(Cl)cc2C(=O)O)CC1	-4	-12	5%	2	-4
17	COc1cccc2cc(-c3nnc(SCC(=O)Nc4nc(C)cs4)n3C)oc12	0	26	4%	-5	5
18	O=C(CCn1c(=O)sc2ccccc21)Nc1ccon1	-3	21	3%	19	-3
19	Clc1ccc(-c2nnc(N3CCCC3)nn2)cc1	-16	55*	4%	41	0
20	COC(=O)c1c(N)n(-c2ccc(N3CCOCC3)cc2)c2nc3ccccc3nc12	-2	9	2%	-2	0
21	COc1ccccc1NC(=O)NCC(=O)Nc1ccc(F)c(F)c1	-5	-10	7%	10	-3
22	Cc1sc2ncn(CC(=O)NCc3ccccn3)c(=O)c2c1S(=O)(=O)N1CCOCC1	-4	-6	3%	-4	3
23	CCOCC(=O)Nc1cccc(NC(C)=O)c1	1	-2	0%	6	6
24	Cc1cc(N2CCC(C)CC2)nc(-n2nc(C)cc2C)n1	-1	2	2%	-14	0
25	C=CCN=C(NC#N)SCC(=O)NCc1ccccc1	-10	4	5%	-1	2
26	Cc1cc(NC(=O)C2CCC2)n(-c2ccccn2)n1	2	7	5%	12	9
27	CN1C(=O)c2ccccc2Sc2ccc(NC(=O)NC3CC3)cc21	4	-8	4%	-1	2
28	CN(C)c1ccc(CN(C(=O)COc2ccc(Br)cc2)C2CCS(=O)(=O)C2)cc1 (configuration not stated)	-2	-7	4%	-3	0
29	Cc1cc2ccccc2n1CCNC(=O)c1ccccc1	-3	38	5%	20	0
30	CCCc1ncc(C(O)c2ccc(OC)cc2)n1C (configuration not stated)	-10	15	7%	8	4

entry	A340 absorber	TNAP act DEA	5HT1a ag	Fluor 339 460
16	1	1	-1.6	1.1
17	0.99	0.9	0.6	1.1
18	1	.	-0.5	1.1
19	1	0.9	1.7	1.1
20	1.1	1	2.6	1
21	0.95	0.9	-0.5	1.1
22	0.97	0.9	0.2	1.1
23	0.99	0.9	-3.2	1.1
24	1	0.9	-3.5	1.1
25	1	0.9	-0.9	1.1
26	1	0.8	2.4	1.1
27	1	1	-1.0	1.1
28	1	0.9	0.6	1.1
29	1	1	-2.6	1.2
30	1.1	0.8	-0.6	1

Next section.
entry	Structure	5-HT1A blocker	RORA act	NADH enzymes	SF-1 act	MMP-13 inhibitor
31	CC(=O)N1CCN(c2ccc(S(=O)(=O)N3CCCCC3)cn2)CC1	-10	-11	3%	-10	-4
32	N#CC1=C(N)C(C#N)(C#N)C2(CCC3(CC2)OCCO3)C2CC3(CC=C12)OCCO3 (configuration not stated)	-13	0	4%	3	0
33	CC(NC(=O)CN1CCC(C(N)=O)CC1)c1ccccc1 (configuration not stated)	-14	13	10%	0	8
34	C=CCn1cnc2c(c1=O)c1nc3ccccc3nc1n2-c1ccc(C)cc1	.	2	2%	-8	-14
35	CC(=O)CSc1nc2ccc(Nc3nc(N4CCOCC4)nc(N4CCOCC4)n3)cc2s1	-3	-8	7%	-7	1
36	CCOC(=O)CSc1nnc(C)c(=O)[nH]1	.	-21	3%	2	-1
37	Clc1ccccc1CSc1nnc(-c2ccco2)c(-c2ccco2)n1	.	-10	18%	-9	0
38	CCOC(=O)c1c(NC(=O)C(F)(OC)C(F)(F)F)sc2c1CCN(C)C2 (configuration not stated)	-12	-12	4%	2	-6
39	COc1cccc(N(CC(=O)N2CCN(C)CC2)S(=O)(=O)c2ccccc2)c1	7	-29	10%	4	3
40	Nc1ccc(Nc2ccccc2N)cc1	12	10	5%	-13	-12
41	COc1ccc(C(N)CCc2ccco2)cc1 (configuration not stated)	15	-14	7%	6	2
42	Cn1c(CN2CCCCC2)nc2cc(NS(=O)(=O)c3ccc(Cl)cc3)ccc21	21	4	4%	2	3
43	O=C(c1cc2ccccc2o1)N1CCCCCC1	-6	22	1%	7	1
44	CCCC(=O)C1C(=O)CC(C)(C)C(c2cc(C)no2)C1=O (configuration not stated)	-7	-18	6%	4	0
45	Cc1[nH]c2ccc(-c3nnc(SCC(=O)NCc4ccco4)n3Cc3ccccc3)cc2c1C	18	-5	6%	-1	10

entry	A340 absorber	TNAP act DEA	5HT1a ag	Fluor 339 460
31	0.99	0.9	-0.9	1.1
32	1	0.9	-0.9	1.1
33	1	1	-3.5	0.89
34	0.99	0.8	1.1	1
35	1.1	0.9	0.5	1.1
36	1	0.9	-0.8	1
37	1.1	0.8	-2.6	1
38	1	1	4.6	1.2
39	0.99	1	-2.8	0.87
40	1	.	-1.4	0.79
41	1	1	-4.0	1.1
42	1	1	0.3	1.1
43	1	0.9	-2.8	1.1
44	1	0.9	0.2	1
45	1	0.9	3.2	1.1

The list continues.
entry	Structure	5-HT1A blocker	RORA act	NADH enzymes	SF-1 act	MMP-13 inhibitor
46	CN1CCN(C(=O)c2c(O)c3cccc4c3n(c2=O)CC4)CC1	-9	-20	7%	4	2
47	CSc1nsc(SCC(=O)NC2CCCCC2)n1	4	-3	9%	21	0
48	COCCNc1oc(-c2ccc(Cl)cc2)nc1C#N	.	34	5%[fluoresces]	40	-456[fluorescence artefact?]
49	Cc1c(NC(=O)c2cc(-c3ccccc3)on2)c(=O)n(-c2ccccc2)n1C	-2	12	7%	4	5
50	CC(=O)c1c(C)[nH]c(C(=O)N2c3ccccc3CC2C)c1C (configuration not stated)	-8	-2	3%	-18	4
51	CN1C(=O)N(C)C2(CC1(C)C)CC(C)(C)N(C)C(=O)N2C	-13	-4	3%	5	-4
52	COc1ccc(CCn2c(N3CCN(Cc4ccccc4)CC3)nc3c2c(=O)[nH]c(=O)n3C)cc1	-14	21	8%	18	0
53	Cc1ccc2c(c1)NC(=O)C(CC(=O)NCCCN1CCCC1)O2 (configuration not stated)	6	-2	2%	-1	8
54	COCCCNC(=O)CS(=O)(=O)Cc1nc(-c2ccccc2C)oc1C	0	-8	3%	2	-1
55	COc1ccc(CCN(C)CCN2C(=O)c3ccccc3C2=O)cc1OC	-14	6	12%	3	2
56	Cc1cc(C(=O)CSc2nc3ccccc3[nH]2)c(C)n1C	9	59*	5%	61*	1
57	Cc1onc(-c2ccccc2Cl)c1C(=O)NCC(=O)O	2	7	6%	3	-3
58	CC1CCc2nc(NC(=O)C3CCCO3)sc2C1 (configuration not stated)	0	22	5%	-17	5
59	Cc1cccc(Nc2nn3c(=O)c4ccccc4nc3s2)c1	24	16	7%	28	-1
60	COC(=O)c1cc(Br)c(=O)n(CC(C)C)c1	0	0	6%	6	3

entry	A340 absorber	TNAP act DEA	5HT1a ag	Fluor 339 460
46	1	1	-4.4	1.1
47	0.99	0.9	-3.9	1.1
48	1.1	0.9	-1.6	2.4*
49	1	0.9	-2.8	1.1
50	1.1	0.9	-6.0	1.1
51	1	1	-0.4	1.1
52	0.99	0.9	-1.9	1.1
53	1	0.9	0.5	1.1
54	1	1	-0.4	1.1
55	1	0.9	-1.4	1.3
56	0.98	0.8	6.2	0.94
57	0.98	1	-3.8	1.1
58	1	1	-2.5	1
59	1.1	0.9	-0.1	1.8
60	1	0.8	0.4	1.1

Single records, from the list above.
`CN1CCN(C(=O)c2c(O)c3cccc4c3n(c2=O)CC4)CC1` is listed as 5-HT1A blocker: -9; RORA act: -20; NADH enzymes: 7%; SF-1 act: 4; MMP-13 inhibitor: 2; A340 absorber: 1; TNAP act DEA: 1; 5HT1a ag: -4.4; Fluor 339 460: 1.1
`CN1C(=O)N(C)C2(CC1(C)C)CC(C)(C)N(C)C(=O)N2C` is listed as 5-HT1A blocker: -13; RORA act: -4; NADH enzymes: 3%; SF-1 act: 5; MMP-13 inhibitor: -4; A340 absorber: 1; TNAP act DEA: 1; 5HT1a ag: -0.4; Fluor 339 460: 1.1

Further entries follow.
entry	Structure	5-HT1A blocker	RORA act	NADH enzymes	SF-1 act	MMP-13 inhibitor
61	CCN(CC(=O)Nc1ccc2c(c1)OCO2)Cc1nc2ccccc2c(=O)[nH]1	-15	-13	4%	-1	0
62	CCC(OC(=O)c1ccco1)C(=O)NCc1ccco1 (configuration not stated)	13	-1	9%	-13	2
63	O=C(Nc1ccccc1C(F)(F)F)N1CCN(c2ccc3nncn3n2)CC1	-11	-1	5%	5	4
64	COC(=O)c1nc(-c2ccc(C)cc2)oc1N(C)C	16	6	9%[fluoresces]	6	-99[fluorescence artefact?]

entry	A340 absorber	TNAP act DEA	5HT1a ag	Fluor 339 460
61	0.99	1	-1.5	0.99
62	1	1	-1.1	1.1
63	1	0.9	-0.5	1.1
64	1.1	0.9	-3.2	5*

High-throughput results (PubChem)
